PAFAH1B2 inh – inhibitors of human PAFAH1B2. P68402. recombinant PAFAH1B2, FP-rhodamine activity probe, fluorescence polarization. inhibition, % at 3.39 µM. hit rate 1.2% among 340,000. AID 492953;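 active = inhibition above the mean of all tested compounds plus 3 SD, cut at about 24% in these data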;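 also: 0% = enzyme with DMSO and 100% = wells lacking PAFAH1B2; many of its hits are not listed in these tables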
pPAFAH inh – inhibitors of human plasma PAF acetylhydrolase (pPAFAH); recombinant pPAFAH, FP-rhodamine probe fluorescence polarization; inhibition, % at 3.39 µM; hit rate 1.5% among 330,000;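 active = inhibition above the mean inhibition across the screen plus 3 SD, cut at about 25% in these data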;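 also: inhibitors block binding of the rhodamine activity-based probe so polarization drops; 0% = enzyme with DMSO and 100% = wells lacking pPAFAH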
PREPL inh – inhibits the human prolyl oligopeptidase-like enzyme | Q4J6C6 | recombinant PREPL, fluorescence polarization activity-based probe | inhibition, % at 5.96 µM | hit rate 0.68% among 320,000 | AID 2751; in the data active = inhibition above about 43%;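 also: 0% = enzyme with DMSO and 100% = wells lacking enzyme; many of its hits are not listed in these tables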
PAFAH1B3 inh – inhibitors of human PAFAH1B3; Q15102; inhibition, % at 3.39 µM; recombinant PAFAH1B3, FP-rhodamine probe, fluorescence polarization; hit rate 0.28% among 340,000;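 active = inhibition above the screen-wide average of all tested compounds plus 3 SD, cut at about 25% in these data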;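 also: 0% = enzyme with DMSO only and 100% = wells lacking PAFAH1B3 protein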
GSTO1 counter – counter-screen for RBBP9 inhibitors: inhibitors of human GSTO1; inhibition, % at 5.96 µM; P78417; recombinant GSTO1, activity-based probe fluorescence polarization; hit rate 1.1% among 300,000; AID 1974;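 active = inhibition above the campaign mean inhibition plus 3 SD, cut at about 35% in these data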;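 also: 0% = GSTO1-1 with DMSO and 100% = wells lacking GSTO1-1 enzyme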
LYPLA1 counter – counter-screen for PME1 inhibitors: inhibitors of human LYPLA1; O75608; recombinant LYPLA1, FP-Rh probe fluorescence polarization; inhibition, % at 5.9 µM; hit rate 0.16% among 320,000;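 active = inhibition above the mean of all tested compounds plus 3 SD, set per campaign, cut at about 14% in these data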;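 also: inhibitors block serine hydrolase probe labeling of LYPLA1 so polarization falls; 0% = enzyme with DMSO and 100% = wells lacking LYPLA1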
LYPLA2 counter – LYPLA2 (human) inhibition in PME1 counter-screen. recombinant LYPLA2, FP-Rh probe fluorescence polarization. hit rate 0.38% among 320,000. O95372. AID 2177. inhibition, % at 5.9 µM;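 active = inhibition above the screen-wide mean plus 3 SD, limit set per campaign, cut at about 26% in these data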;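 also: 0% = LYPLA2 with DMSO and 100% = wells lacking LYPLA2 enzyme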
Target sequence (O95372 whole entry, looked up): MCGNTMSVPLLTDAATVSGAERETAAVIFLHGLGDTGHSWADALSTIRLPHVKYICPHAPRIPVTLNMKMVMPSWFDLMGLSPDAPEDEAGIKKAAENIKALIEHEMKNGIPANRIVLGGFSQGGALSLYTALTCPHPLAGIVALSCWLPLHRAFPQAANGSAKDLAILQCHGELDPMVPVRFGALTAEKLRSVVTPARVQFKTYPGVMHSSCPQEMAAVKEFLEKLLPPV
PME-1 primary – PME-1 (human) inhibition | Q9Y570 | recombinant PME-1, FP-Rh probe fluorescence polarization | inhibition, % at 5.9 µM | hit rate 0.53% among 320,000 | AID 2130;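 active = inhibition above the campaign mean of all compounds plus 3 SD, cut at about 26% in these data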;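 also: competitive labeling of PME-1 active site by serine hydrolase directed probe; 0% = PME-1 with DMSO and 100% = wells lacking PME-1 enzyme; inhibitors block probe labeling so polarization falls and inhibition rises; many of its hits are not listed in these tables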
PAD4 inh – PAD4 (human) enzyme inhibition | Q9UM07 | recombinant PAD4, RCA probe fluorescence polarization | hit rate 0.41% among 330,000 | inhibition, % at 6.36 µM | AID 485272;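 active = percent inhibition above a cutoff equal to the mean of all tested compounds plus 3 SD, cut at about 15% in these data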;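 also: 0% = PAD4 with RCA probe and DMSO and 100% = probe without PAD4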
Target sequence (Q9UM07 whole entry, looked up): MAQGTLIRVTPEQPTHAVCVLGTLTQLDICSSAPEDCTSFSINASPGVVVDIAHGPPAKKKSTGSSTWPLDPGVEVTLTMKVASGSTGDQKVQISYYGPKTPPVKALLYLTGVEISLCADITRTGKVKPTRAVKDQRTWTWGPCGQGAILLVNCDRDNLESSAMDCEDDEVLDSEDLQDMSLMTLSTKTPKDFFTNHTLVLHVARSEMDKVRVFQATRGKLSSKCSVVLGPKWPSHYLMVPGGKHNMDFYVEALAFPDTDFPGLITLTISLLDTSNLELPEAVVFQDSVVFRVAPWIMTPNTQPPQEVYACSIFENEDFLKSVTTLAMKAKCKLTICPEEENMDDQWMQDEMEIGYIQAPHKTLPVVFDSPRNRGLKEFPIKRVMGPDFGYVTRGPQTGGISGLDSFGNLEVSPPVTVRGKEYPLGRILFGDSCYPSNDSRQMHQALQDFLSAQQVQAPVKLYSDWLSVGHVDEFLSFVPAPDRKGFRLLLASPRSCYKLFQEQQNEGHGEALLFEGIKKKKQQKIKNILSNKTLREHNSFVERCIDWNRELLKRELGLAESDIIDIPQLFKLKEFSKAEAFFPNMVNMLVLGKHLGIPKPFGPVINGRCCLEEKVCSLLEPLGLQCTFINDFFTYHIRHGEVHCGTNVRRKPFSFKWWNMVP
* = called active by the depositor; nt = not tested or not shown. Not all compounds are listed; the hit share may differ from the screen's.

SMILES | PAFAH1B2 inh | pPAFAH inh | PREPL inh | PAFAH1B3 inh | GSTO1 counter | LYPLA1 counter | LYPLA2 counter | PME-1 primary | PAD4 inh
Cc1nc(Nc2ccc3c(c2)OCO3)c2oc3ccccc3c2n1 | 1 | 13 | 9 | 5 | -1 | 3 | -4 | 21 | 2
Cc1cc(=O)oc(C)c1C(=O)OCC(=O)c1ccc(Cl)c(Cl)c1 | -5 | 8 | 20 | 13 | 30 | 0 | 21 | 4 | -2
N#Cc1sc(=O)[nH]c1Cl | 4 | 2 | -1 | 12 | 7 | 0 | 2 | 7 | -5
CCCCNc1c(-c2ccc(OC)c(SC(C)CC)c2)nc2ccc(C)cn12 (configuration not stated) | 7 | 13 | 24 | 12 | nt | nt | nt | nt | -5
CCOP(=O)(OCC)C(C)(C)NC(=O)c1cc([N+](=O)[O-])cc([N+](=O)[O-])c1 | 4 | 5 | 4 | 7 | -3 | 1 | 13 | -1 | -4
O=C(NCCc1ccc(Cl)cc1)c1cccc(NC2=NC3CS(=O)(=O)CC3S2)c1 (configuration not stated) | 13 | 4 | 8 | 0 | 3 | 0 | 2 | 1 | -1
CN1CCC(=NNC(=O)c2ccco2)CC1 | -5 | -3 | 0 | -1 | 13 | 1 | 5 | -1 | 0
CNCc1ccccc1Sc1ccc(OC)c(OC)c1 | 4 | 4 | 13 | 3 | 2 | 0 | 3 | -3 | -2
CC1CN(C(=O)c2ccc(Br)c(S(=O)(=O)N3CCOCC3)c2)CC(C)O1 (configuration not stated) | 2 | 1 | -3 | 6 | nt | 4 | 9 | 1 | -2
CC(=O)OC(COc1ccccc1)Cn1cnc2cc(C)c(C)cc21 (configuration not stated) | 6 | -11 | -5 | -2 | 7 | -2 | 0 | -7 | -5
Cc1nc2ccccc2c2c1CC(C)S2 (configuration not stated) | 3 | 5 | -4 | -3 | -3 | 3 | 0 | 1 | 1
CC(Oc1cccc(Cl)c1)C(=O)Nc1cc(S(=O)(=O)N2CCOCC2)ccc1N1CCCCC1 (configuration not stated) | 1 | 6 | 12 | 3 | -1 | 1 | 2 | 5 | 4
Cc1ccn2nc(C(=O)OCC(=O)N(CC(C)C)C3CCS(=O)(=O)C3)nc2n1 (configuration not stated) | 2 | -2 | -8 | 3 | nt | 1 | 4 | 3 | 7
COc1ccc(Cc2nnc(Nc3ccc(C)cc3C)[nH]c2=O)cc1 | 4 | 1 | 2 | 5 | -12 | 0 | 5 | -1 | -3
Cc1cc(NC(=O)C2CCCCC2)nc2c1c(=O)oc1ccccc12 | -1 | 6 | -7 | 3 | 3 | 0 | 3 | -5 | -3
COc1ccc(C(CNC(=O)C(CCSC)NC(=O)c2ccccc2OC)N2CCCCC2)cc1 (configuration not stated) | 0 | 3 | 10 | 0 | 4 | 3 | 4 | -5 | -3
COc1ccccc1NC(=O)COc1ccc2c(c1)OCO2 | 1 | 0 | -1 | 10 | 8 | -4 | -2 | -12 | 1
Cc1ccc(C(=O)NCc2ccc(F)cc2)s1 | -3 | 2 | 5 | 7 | 2 | 1 | 8 | 0 | 2
CCc1nnc(NC(=O)CSc2nnc(Cc3cc(=O)[nH]c(=O)[nH]3)n2-c2cccc(OC)c2)s1 | 0 | 4 | 14 | 5 | -1 | 5 | 13 | -6 | 0
C=CCNc1ncnc2c1cnn2-c1ccc(Cl)cc1 | 8 | -1 | -10 | 2 | 1 | -2 | 6 | -9 | 5
C=CCNC(=O)N1C2=NC(C(=O)OC)=C(C(=O)OC)[C@@H]3N(Cc4ccccc4)c4ccccc4[C@]23C[C@H]1C(=O)OC | 2 | 2 | -4 | 0 | 1 | 1 | -1 | -5 | 5
N=c1n(-c2ccccc2)c(O)cc(=O)n1-c1ccccc1 | -1 | 2 | -3 | 9 | 20 | -4 | -3 | -4 | -5
CCOc1ccc2ccccc2c1C1NC(=O)N(C)C(C)=C1C(=O)OCCOC (configuration not stated) | 0 | 5 | 1 | 5 | -4 | 2 | 4 | -1 | 5
COc1cc2ccccc2cc1C(=O)NC1CCCC1 | 5 | 2 | 6 | 6 | nt | nt | nt | nt | 2
Cc1cc(C)nc(NC(=O)CSc2nc3ccccc3s2)n1 | 7 | 3 | 2 | 1 | 3 | -2 | 3 | -3 | 1
C=CCOc1ccc(CNCCc2ccc(S(N)(=O)=O)cc2)cc1 | -1 | -1 | 14 | 1 | -2 | -2 | -1 | 0 | 2
CCOc1ccc(C(C)=O)cc1COC(=O)CCc1cc(OC)c(OC)c(OC)c1 | 3 | 4 | 0 | 2 | 5 | -1 | -5 | -6 | 2
CC(=O)c1c[nH]c(C(=O)NCc2cccc(C(F)(F)F)c2)c1 | -1 | -4 | 3 | 4 | -4 | 5 | 4 | -8 | -4
Cc1ccc(F)c([C@H]2[C@@H]3C=CCC[C@@]3(C)C(=O)N2Cc2ccccc2)c1 | 2 | 4 | -4 | 0 | 1 | 1 | 5 | 4 | 2
CCOC(=O)CNC(=O)Nc1nnc(-c2ccc(OCC)cc2)o1 | -6 | 5 | 4 | 5 | 3 | -3 | -2 | 4 | -3

Fetched by compound from the entries so far (three):
SMILES | PAFAH1B2 inh | pPAFAH inh | PREPL inh | PAFAH1B3 inh | GSTO1 counter | LYPLA1 counter | LYPLA2 counter | PME-1 primary | PAD4 inh
CC(=O)OC(COc1ccccc1)Cn1cnc2cc(C)c(C)cc21 (configuration not stated) | 6 | -11 | -5 | -2 | 7 | -2 | 0 | -7 | -5
Cc1nc2ccccc2c2c1CC(C)S2 (configuration not stated) | 3 | 5 | -4 | -3 | -3 | 3 | 0 | 1 | 1
COc1ccc(C(CNC(=O)C(CCSC)NC(=O)c2ccccc2OC)N2CCCCC2)cc1 (configuration not stated) | 0 | 3 | 10 | 0 | 4 | 3 | 4 | -5 | -3

Next results follow.
SMILES | PAFAH1B2 inh | pPAFAH inh | PREPL inh | PAFAH1B3 inh | GSTO1 counter | LYPLA1 counter | LYPLA2 counter | PME-1 primary | PAD4 inh
CC(C)NC(=O)C(C)n1cccc1C(=O)c1ccccc1 (configuration not stated) | 2 | -3 | 10 | 9 | 10 | 0 | -2 | -2 | 4
CCN(CC)CCCNC(=S)N1CCn2c(nc3ccccc32)C1 | 3 | 8 | -58 | 6 | -3 | 6 | 3 | -3 | 6
Cc1cc(N2CCOCC2)nc(-c2ccc([N+](=O)[O-])cc2)n1 | 3 | -6 | 10 | -5 | -3 | -2 | 0 | -6 | -1
Cc1cc(NC(=O)CCCS(=O)(=O)c2nc(-c3cccs3)cc(C(F)(F)F)n2)no1 | 4 | -1 | -1 | 3 | -35 | -2 | -6 | -9 | 4
COc1ccc(S(=O)(=O)NC2CCCCC2)cc1C(=O)N1CCCCC1 | 1 | 20 | -5 | 8 | -4 | -2 | -2 | 5 | -2
CCN1/C(=C/C=C/C=C/c2sc3ccccc3[n+]2CC)Sc2ccccc21 | nt | -94 | -351 | nt | -124 | -98 | -210 | -236 | -107
COC(=O)c1cn(C(C)C(=O)NCc2ccco2)c2ccccc12 (configuration not stated) | 2 | 5 | -17 | 13 | 0 | 2 | -9 | -1 | 4
O=C(CN1CCN(c2ccc(F)cc2)CC1)c1ccc2c(c1)OCO2 | 4 | 7 | 5 | -1 | -3 | 1 | -2 | 5 | -1
O=C(Nc1nnc(CCN2CCCCC2)s1)c1ccc(Br)cc1 | 0 | -2 | 18 | 5 | 15 | 0 | 6 | 1 | 1
CC1(C)NC(=O)N(CCCCOc2cccc(C(F)(F)F)c2)C1=O | -2 | 7 | 11 | 7 | 2 | -3 | 1 | 6 | -1
O=S(=O)(Nc1cccc2ncccc12)c1cccc(C(F)(F)F)c1 | 2 | 2 | 25 | 4 | nt | -1 | 1 | 8 | -7
O=C(/C=C/c1cccc(Cl)c1)Nc1ccncc1 | 2 | 2 | -5 | 7 | -12 | -5 | 0 | -12 | -8
Cc1cc(C)n2nc(SCC#N)nc2n1 | 2 | -2 | 4 | 6 | -1 | 2 | -1 | -1 | 0
CC1CCCN(Cc2nc3c(c(=O)n(C)c(=O)n3C)n2Cc2c(F)cccc2Cl)C1 (configuration not stated) | -1 | 0 | 26 | -6 | 4 | 3 | -3 | -3 | 6
O=C(/C=C/c1cccs1)N1CCC2(CC1)Oc1ccc(F)cc1C(=O)C21CC(c2ccc(Cl)cc2)=NO1 (configuration not stated) | -4 | 7 | 16 | -6 | 4 | 0 | 5 | -4 | 1
COC(=O)c1ccc(NC(C)=O)o1 | 0 | 3 | -1 | -4 | 1 | 1 | 10 | 1 | -3
COc1ccc(CN2CCCCCC2)cc1OC | nt | 0 | 11 | nt | -1 | 2 | 7 | 3 | -1
CC1CC(CC(=O)NC(=S)Nc2ccccc2Cl)C(=O)O1 (configuration not stated) | -3 | 6 | 2 | 3 | -1 | 0 | 7 | 3 | -5
Cc1cc(=O)oc2ccc(OCC(=O)N3CCc4ccccc43)cc12 | 4 | 3 | 6 | 1 | -3 | 2 | 13 | 5 | 1
CCN1C(=O)[C@H]2[C@H]3CN=C(SCc4ccc(C#N)cc4)N3[C@@](Cc3ccccc3)(C(=O)OC)[C@H]2C1=O | 22 | -2 | nt | 6 | nt | nt | nt | nt | 2
COc1ccc(NC(=O)/C(=C/c2ccc(OC(C)=O)c(OC)c2)NC(C)=O)cc1 | 3 | 2 | 5 | 0 | 1 | 2 | -1 | 4 | -3
CSCC[C@H](NC(=O)C1CCN(C(=O)[C@@H](N)Cc2ccccc2)CC1)C(=O)O | 1 | 5 | 0 | 6 | 3 | -3 | 5 | 3 | -3
CSc1nnnn1-c1ccc(C(=O)O)cc1 | 3 | -2 | -1 | 6 | 0 | 3 | 2 | 0 | -1
Cc1ccc(-c2nnn(CC(=O)N(CCN3CCOCC3)C(C(=O)NC(C)(C)C)c3ccco3)n2)cc1 (configuration not stated) | -2 | 2 | 7 | 9 | 2 | 0 | -4 | 1 | 1
CC(=O)N(C)c1ccc(NC(=O)Cc2cccc3ccccc23)cc1 | 5 | 1 | -32 | -2 | 1 | 5 | 4 | 0 | 0
CCNc1nc(N)nc(Oc2ccc(C(=O)OC)cc2)n1 | -2 | 5 | 0 | 4 | 1 | -1 | -2 | -4 | -2
C=CCC[C@H](Cc1ccc(F)cc1)C(=O)OC[C@@H](Cc1c[nH]c2ccccc12)NC(=O)[C@H](CC=C)CC(=O)NCCO | 10 | 17 | 8 | 2 | nt | nt | nt | nt | 6
Cc1cc(C(=O)COC(=O)c2ccc(Br)o2)c(C)n1C | 3 | 4 | 10 | 6 | 2 | -1 | 0 | 0 | 1
COc1ccccc1/C=C/CN1CCCC(CCC(=O)NCc2ccc(F)c(F)c2)C1 (configuration not stated) | 5 | -7 | -6 | 3 | -1 | -3 | 2 | -1 | -4
COCCn1c(SCCN2CCCCC2)nc2ccccc2c1=O | -1 | 5 | 6 | 5 | 0 | 1 | 2 | -3 | 3
O=S(=O)(c1cccs1)N1CCN(CC(O)COC2CCCc3ccccc32)CC1 (configuration not stated) | 7 | 4 | 5 | -5 | -7 | -1 | 3 | 3 | -1
CCOC(=O)N1CCN(C(=O)/C(=C/c2ccc(OC)c(OC)c2)NC(=O)c2ccccc2)CC1 | -1 | 2 | 7 | 5 | 2 | 0 | 3 | -1 | 4
O=c1c2cc(N3CCOCC3)ccc2[nH]c(=S)n1CCCN1CCCC1 | 4 | -6 | 31 | -1 | 8 | 3 | 5 | -11 | -1
COCCSc1nnc(NC(=O)C2CC(=O)N(c3ccc(OC)cc3)C2)s1 (configuration not stated) | 0 | -2 | 6 | 2 | 3 | -1 | 6 | 2 | -1
